KCNQ2 inh: KCNQ2 channel blockers in CHO-K1 cells – cell-based, FluxOR thallium flux, B-score, primary screen (AID 2156); B-score at 10 µM; 310,000 tested, 1.1% active; 20 min; active compounds read low; O88943;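 active means fluorescence ratio B-score at most minus 3 library SDs, with starting brightness B-score within 2 library SDs, cut at about -5.5 in these data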
Target sequence (O88943 whole entry, looked up): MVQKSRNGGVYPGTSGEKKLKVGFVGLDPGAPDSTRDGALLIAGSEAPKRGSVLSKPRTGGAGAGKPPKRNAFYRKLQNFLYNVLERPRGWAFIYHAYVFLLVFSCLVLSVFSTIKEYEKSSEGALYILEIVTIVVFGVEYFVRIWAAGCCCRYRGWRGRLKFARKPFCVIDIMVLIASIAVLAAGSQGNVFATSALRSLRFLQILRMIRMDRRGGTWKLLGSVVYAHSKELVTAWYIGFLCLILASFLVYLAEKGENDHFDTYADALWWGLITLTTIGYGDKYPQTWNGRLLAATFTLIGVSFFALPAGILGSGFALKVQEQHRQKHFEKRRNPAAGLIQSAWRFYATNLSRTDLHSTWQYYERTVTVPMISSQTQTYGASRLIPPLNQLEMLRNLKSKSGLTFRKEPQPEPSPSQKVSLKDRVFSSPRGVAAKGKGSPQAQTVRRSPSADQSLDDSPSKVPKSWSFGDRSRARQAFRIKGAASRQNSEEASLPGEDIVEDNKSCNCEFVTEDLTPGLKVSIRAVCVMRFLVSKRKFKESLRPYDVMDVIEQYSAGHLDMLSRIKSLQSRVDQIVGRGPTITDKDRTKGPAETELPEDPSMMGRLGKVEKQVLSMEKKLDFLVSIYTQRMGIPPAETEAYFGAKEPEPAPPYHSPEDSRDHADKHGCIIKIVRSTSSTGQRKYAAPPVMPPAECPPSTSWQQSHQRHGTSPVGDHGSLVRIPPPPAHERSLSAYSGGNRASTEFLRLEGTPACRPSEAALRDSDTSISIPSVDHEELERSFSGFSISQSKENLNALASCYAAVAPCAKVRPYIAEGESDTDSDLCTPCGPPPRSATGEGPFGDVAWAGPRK
Kir21 inh: Kir2.1 (mouse) channel inhibition; HEK293-Kir2.1, FluxOR thallium flux fluorescence; active compounds read low; B-score at 10 µM; 310,000 tested, 0.85% active; P35561;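 active means fluorescence ratio B-score at or below minus 3 SD of library scores, with starting-brightness B-score within 2 SD, cut at about -4.2 in these data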;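 further: channel flux triggered by added potassium and thallium sulfate stimulus; B-score of peak minus minimum fluorescence over baseline after thallium stimulus; more negative B-score means stronger Kir2.1 block with less thallium influx; some compounds called inactive have numbers as strong as hits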
* = called active by the depositor; i = inactive; & = joins results of further samples.

Below each compound: Kir21 inh	KCNQ2 inh
- COc1ccc(CCNC(=O)Cn2c(=O)n(Cc3ccco3)c(=O)c3ccc(Cl)cc32)cc1OC
→ 0.35	i
- Cc1cc(C)cc(OCC(=O)NCc2cc(C)nc3ccccc23)c1
→ 0.09	i
- C/C(=N\NC(=O)CNc1cccc(Cl)c1C)C1CC1
→ -0.62	i
- Cc1noc(C)c1S(=O)(=O)N(Cc1ccccc1)C(C)C
→ -1.2	i
- COc1cccc(/C=N/NC(=O)c2[nH]c(C)c(C(=O)N/N=C/c3cccc(OC)c3O)c2C)c1O
→ -0.78	i
- Cc1nc2cccc(C(=O)NCc3ccccc3)c2o1
→ -0.39	i
- Cc1ccsc1C(=O)N1CCCC(C(=O)c2cc(F)ccc2F)C1 (stereo unspecified)
→ -1.5	i
- COc1ccc([N+](=O)[O-])cc1NC(=O)Nc1cccc(Cl)c1
→ 0.94	i
- O=[N+]([O-])c1ccc2nc(-c3ccccc3)n(OCc3ccc(Cl)cc3)c2c1
→ 1.2	i
- CCOc1cc(NC(=O)c2ccco2)c(OCC)cc1NC(=O)c1cc(OC)c(OC)c(OC)c1
→ -0.12	i
- CN1/C(=C\C(=O)c2cccc([N+](=O)[O-])c2)Sc2ccccc21
→ 0.03	i
- O=C(NCC1CCCN1S(=O)(=O)c1cccs1)c1cccc(F)c1 (stereo unspecified)
→ -1	i
- O=C(N/N=C\c1ccccn1)c1cccc(C(=O)N/N=C\c2ccccn2)n1
→ -1.8	i
- Cc1sc2ncnc(OCC(=O)N3CC(=O)Nc4ccccc43)c2c1C
→ -0.68	i
- CN(C)CCn1c(=O)n(-c2ccc(F)cc2)c(=O)c2c3c(sc21)CCCCC3
→ 1.8	i
- CSc1ccc(CN2CCN(C(=O)CC(C)C)CC2)cc1
→ 0.25	i
- O=C(c1cn(-c2ccccc2)nc1-c1cccs1)N1CCN(c2ccccn2)CC1
→ 1.5	i
- COc1ccc(Cc2n[nH]c(=S)n2N)cc1OC
→ -0.31	i
- Cc1c2c([n+]3n1CCC3)CC(C)(C)CC2=O
→ 0.33	i
- CC1=C(C(=O)OCc2ccccc2)C(c2ccc(Br)cc2)NC(=O)N1CCCC(=O)O (stereo unspecified)
→ 0.8	i
- CC(SCC(=O)Nc1ccc(S(=O)(=O)N2CCCCC2)cc1)C(=O)O (stereo unspecified)
→ -1.1	i
- COc1cccc(COC(=O)C2CCN(S(=O)(=O)c3ccc(Cl)cc3)CC2)c1OC
→ -1.7	i
- CN(CC(=O)Nc1ccc(F)cc1)C(=O)COC(=O)CCN1C(=O)C2CC=CCC2C1=O (stereo unspecified)
→ -0.3	i
- CCOc1ccc(N(Cc2nnc3n2CCCCC3)C(=O)Nc2cccc(C)c2)cc1
→ 1.1	i
- O=C(Nc1ccc(C(=O)O)cc1)/C(=C\C=C\c1ccccc1)NC(=O)c1ccc(Br)cc1
→ -0.64	i
- O=C(COC(=O)C1=COCCO1)Nc1ccc2c(c1)OCO2
→ -1.6	i
- Cc1ccc(N2C(=O)C3C4C=CC(CNC(=S)N5CCN(c6ccccn6)CC5)(O4)C3C2=O)cc1 (stereo unspecified)
→ 0.18	i
- COc1cc(C(=O)NCC(=O)N/N=C(/C)c2ccc3c(c2)CCCC3)cc(OC)c1OC
→ -0.37	i
- O=C1COc2cccnc2N1
→ -0.42	i
- CCOc1ccccc1C(=O)Nc1ccc(-n2nncc2C(C)(C)C)cc1
→ 1.2	i
- Cc1cc(NC(=O)CCCC(=O)N(c2ccccc2)C(C(=O)NC2CCCCC2)c2cccs2)no1 (stereo unspecified)
→ -1.1	i
- COc1ccc(CNS(=O)(=O)CCNC(=O)c2ccccc2)cc1
→ -1	i
- CCCn1c(C)cc(C(=O)CSc2nc3ccccc3c(=O)n2Cc2ccco2)c1C
→ -0.14	-6*
- O=C(Nc1cc([N+](=O)[O-])ccc1Cl)C(Sc1ccccc1)c1ccccc1 (stereo unspecified)
→ -2.7	i
- O=C1CSc2ccc(C(=O)NCCC3=CCCCC3)cc2N1
→ 0.86	i
- CC1CCN(CCOc2cccc(Br)c2)CC1
→ -3.8	i
- Cc1cc(C(=O)Nc2ccc3c(c2)OCCO3)co1
→ 0.59	i
- Cc1csc(NC(=O)c2cccs2)n1
→ 0.53	i
- CCC(C)(C(=O)NC1CCCC1)N(Cc1ccco1)C(=O)c1ccc2c(c1)OCO2 (stereo unspecified)
→ -1	i
- O=C(C1CC(=O)N(c2ccccc2)C1)N1CCC(c2nc3ccccc3[nH]2)CC1 (stereo unspecified)
→ 1.7	i
- COc1cc(C2C3C(=O)N(Cc4ccccc4)C(=O)C3ON2c2ccccc2)cc(OC)c1OC (stereo unspecified)
→ 0.08	-6.4*
- CCc1ccc(NS(=O)(=O)c2cc3c4c(c2)CCN4C(=O)CC3)cc1
→ -1.1	i
- NC(=O)CC(NC(=O)c1ccc(Br)cc1)c1ccc(NC2CCCCC2)c([N+](=O)[O-])c1 (stereo unspecified)
→ -0.02	i
- CCCCCNC(=O)CC1Nc2c3ccccc3nc(=S)n2C1=O (stereo unspecified)
→ 1.3	i
- O=C(CSc1nnc(-c2cccnc2)s1)Nc1ccccc1
→ 0.75	i
- O=C(NCCc1ccccc1)c1cnc2ccccn2c1=O
→ 1.7	i
- CCCCn1c(=S)[nH]c2ccccc2c1=O
→ 0.04	i
- O=C(O)c1cccc2c1-c1ccccc1/C2=N\Nc1ccccc1
→ 0.97	i
- CCS(=O)(=O)Nc1ccc(C2=NN(C(=O)c3ccco3)C(c3cccs3)C2)cc1 (stereo unspecified)
→ -0.57	i
- CC(C)(C)NC(=O)c1ccc(COc2ccccc2Br)o1
→ 0.05	i
- CCCN1CCC(NC(=O)CC2C(=O)NCCN2Cc2cccc(OC)c2)CC1 (stereo unspecified)
→ 0.21	i
- O=S(=O)(c1ccc(F)cc1)N1CCCC1
→ 1.6	i
- CCOC(=O)c1ccc(-n2cncn2)nc1
→ 1.5	i
- Cc1nc2c(C)cccn2c1/C(O)=C1\C(=O)C(=O)N(CCN(C)C)C1c1ccccc1 (stereo unspecified)
→ 0.46	i
- Cn1nc(C(=O)NNC(=O)COc2ccccc2)c2ccccc2c1=O
→ -0.63	i
- COC(=O)c1c(C)oc(C)c1S(=O)(=O)N1CCCCC1
→ -0.92	i
- Cc1ccc(NC(=O)NCC(c2ccccc2)N(C)C)cc1 (stereo unspecified)
→ 0.35	i
- O=C(Nc1ccc2nc(-c3ccco3)c(-c3ccco3)nc2c1)NC1CC1
→ 0.66	i
- CC(C)C1S/C(=N/N=C/c2ccco2)NC1=O (stereo unspecified)
→ 0.91	i
- CCCCN(CC)C(=O)c1cc2cc3ccc(OC)cc3nc2o1
→ 3	i

Later entries
Below each compound: Kir21 inh	KCNQ2 inh
- CCn1nc(C)c(/C=N/NC(=O)Cn2nnnc2N)c1C
→ 0.85	i
- Cc1ccc(C)c(S(=O)(=O)N(C)C2CCS(=O)(=O)C2)c1 (stereo unspecified)
→ -1.7	i
- CC(C)(C)NC(=O)C(OC(=O)c1cccs1)c1ccc(C#N)cc1 (stereo unspecified)
→ -2.2	i
- CC(C)CCn1c(CN2CCN(Cc3ccccc3)CC2)nc2c1c(=O)[nH]c(=O)n2C
→ -0.89	i
- OC(CSc1c(Cl)cccc1Cl)CN1CCN(c2ccccc2F)CC1 (stereo unspecified)
→ -0.01	i
- Cc1ccc(CN2C(=O)CCC2C(=O)NCc2ccccc2Cl)cc1 (stereo unspecified)
→ -0.58	i
- Cc1cc(/C=c2\sc3nc4ccccc4n3c2=O)c(C)n1-c1ccc(C(=O)O)cc1
→ -2.5	i
- O=C(Nc1ccccc1)c1ccc2c(c1)CCN2S(=O)(=O)c1ccccc1
→ 1.3	i
- O=C(COc1ccc(Cl)cc1)N1CCN(S(=O)(=O)c2ccc(Cl)cc2)CC1
→ 1.3	i
- CC(C)c1ccc(N(C(=O)c2csnn2)C(C(=O)NC(C)(C)C)c2cccnc2)cc1 (stereo unspecified)
→ 0.48	i
- NS(=O)(=O)c1ccc(CNC(=S)NC2CCCCC2)cc1
→ 0.12	i
- CCOC(=O)C(C)Sc1nc(-c2ccco2)cc(C(F)(F)F)c1C#N (stereo unspecified)
→ -4.9	-8.8*
- O=C(O)c1cc(-c2ccc(Cl)s2)nc2ccccc12
→ -0.01	i
- CCCN(CC(=O)Nc1ccccc1C)C(=O)c1ccc(N2CCOCC2)c([N+](=O)[O-])c1
→ 1.5	i
- Cc1cc(C(F)F)n2ncc(C(=O)NCCc3ccccc3Cl)c2n1
→ -0.03	i
- N#CC(=C=[N-])c1nc2ccccc2nc1-[n+]1ccccc1
→ 1.3&-0.03	i
- CCn1c(SCc2nc3ccccc3c(=O)[nH]2)nnc1C(C)NC(=O)c1ccccc1F (stereo unspecified)
→ -2.3	i
- NC(=O)CSc1oc(-c2ccc(F)cc2)nc1S(=O)(=O)c1ccccc1
→ 1.1	i
- O=C(Nc1ccc(N2CCN(C(=O)c3ccco3)CC2)cc1)c1cccnc1Cl
→ -0.05	i
- C/C(CC(=O)N1CCN(C=O)CC1)=N\NC(=O)c1ccc([N+](=O)[O-])cc1
→ 0.45	i
- CCOc1ncccc1C(=O)N1CCN(S(=O)(=O)c2ccccc2)CC1
→ 1.5	i
- Cc1nc(N2CCC(C)CC2)c2c(C)c(C(=O)Nc3ccc4c(c3)OCCO4)sc2n1
→ 0.01	i
- Cc1ccccc1C(=O)N1CCN(c2nc(N3CCOCC3)nc(N3CCOCC3)n2)CC1
→ -0.49	i
- O=C(N/N=C/c1coc2ccccc2c1=O)c1ccncc1
→ -0.38	i
- Nc1nc2c(s1)CCc1ccccc1-2
→ -0.49	i
- Cc1ccc(N(CC(=O)NCCSCc2ccco2)S(C)(=O)=O)cc1
→ -0.59	i
- COc1ccc([N+](=O)[O-])cc1-c1[nH]c(-c2ccc(C(=O)O)cc2)nc1-c1ccccc1
→ -0.35	i
- Cc1cccc(C)c1NC(=S)N1CCCN(C)CC1
→ -1.4	i
- Oc1ccc(Nc2ccnc3cc(Cl)ccc23)cc1
→ 1.8	i
- Cc1ccc(CNC(=O)COC(=O)Cc2ccc(-c3ccccc3)cc2)cc1
→ 0.72	i

An excerpt of these results, with values ahead of the structure.
| Kir21 inh | KCNQ2 inh | molecule |
| --- | --- | --- |
| -0.49 | i | Cc1ccccc1C(=O)N1CCN(c2nc(N3CCOCC3)nc(N3CCOCC3)n2)CC1 |
| -0.38 | i | O=C(N/N=C/c1coc2ccccc2c1=O)c1ccncc1 |

New compounds follow.
Below each compound: Kir21 inh	KCNQ2 inh
- CS(=O)(=O)c1ccc2nc(NC(=O)c3ccc(Cn4cc(Br)cn4)o3)sc2c1
→ -1.8	i
- Cc1cc(=O)n2[nH]nnc2n1
→ 0.01	i
- CCC(=O)Nc1ccccc1C(=O)C(=O)Nc1ccccc1
→ 0.16	i
- O=C(/C=C/Nc1ccc(Oc2ccccc2)cc1)c1ccco1
→ 0.13	i
- CC(C)Oc1c(Cl)cc(CNC(C)(C)CO)cc1Cl
→ 0.28	i
- COc1ccc(CNC(=O)Cn2c(=O)n(CCC(=O)N3CCCCC3)c(=O)c3sccc32)cc1
→ 0.96	i
- O=C(CSc1nccc(=O)[nH]1)N1CCN(c2ccccc2)CC1
→ 0.88	i
- O=[N+]([O-])c1ccc(N2CCN(c3ccc([N+](=O)[O-])cc3CO)CC2)c(CO)c1
→ 0.18	i
- CCc1cc(=O)oc2c3c(cc(OCC(=O)NCCN4CCOCC4)c12)OC(C)(C)CC3
→ 0.01	i
- Cc1cccc(NC(=O)CSCc2cc(=O)n3nc(C4CC4)sc3n2)c1
→ 0.82	i
- O=C1C(=O)N(CCN2CCOCC2)C(c2ccc([N+](=O)[O-])cc2)/C1=C(/O)c1ccc2c(c1)OCO2 (stereo unspecified)
→ -0.57	i
- Cc1sc2nc(C3CC3)nc(SCC(=O)N3CC(=O)Nc4ccccc43)c2c1C
→ 1.1	i
- Cc1oc(-c2ccccc2)cc1C(N)=O
→ 2.1	i
- O=C(CCS(=O)(=O)c1ccc(F)cc1)Nc1nc(-c2ccccn2)cs1
→ 0	i
- CC(C)C[C@H](NC(=O)C1CC(=O)N(c2ccc3c(c2)OCO3)C1)C(=O)NC1CCCC1 (stereo partly specified)
→ 0.21	i
- Cc1nn(C(=O)CCCC(=O)NCc2ccccc2)c2ccccc12
→ 0.7	i
- COc1cc(CN2CCNC(=O)C2CC(=O)N(C)Cc2cccnc2)cc(OC)c1 (stereo unspecified)
→ 0.43	i
- CCn1c(NCc2cccs2)nc2ccccc21
→ 2.3	i
- Cc1cc(C)cc(NC(=O)Cn2ncn3c(cc4ccccc43)c2=O)c1
→ -0.04	i
- COC(=O)C1=C(C(=O)OC)[C@@H]2N(Cc3ccccc3)c3ccccc3[C@@]23C[C@@H](C(=O)OC)N=C3N1
→ -1	i
- COc1cccc(NC(=S)NC(=O)/C=C/c2ccco2)c1
→ 0.77	i
- CCn1c(-c2ccc(C(C)(C)C)cc2)n[nH]c1=S
→ 0.2	i
- NNC(=O)CN(CCc1ccccc1)S(=O)(=O)c1ccc(Cl)cc1
→ 0.78	i
- CCSc1nnc(NC(=O)CSc2nccn2-c2cccc(C)c2)s1
→ 0.95	i
- c1ccc(-c2c[nH]c3[n+]2CCCCC3)cc1
→ -0.92	i
- O=C(C1CCN(c2nnc(-n3cccc3)s2)CC1)N1CCN(Cc2ccc3c(c2)OCO3)CC1
→ 1.1	i
- COc1ccc(NC(=O)CCC(=O)N(Cc2ccc(OC)c(OC)c2)c2nccs2)cc1
→ -2.1	i
- O=C(CCNS(=O)(=O)c1cccc2nonc12)NC1CCCCCC1
→ 0.12	i

Compound profiles, from the list above. Order of values: Kir21 inh, KCNQ2 inh
Listed for `O=[N+]([O-])c1ccc(N2CCN(c3ccc([N+](=O)[O-])cc3CO)CC2)c(CO)c1` : 0.18, i
Listed for `CC(C)C[C@H](NC(=O)C1CC(=O)N(c2ccc3c(c2)OCO3)C1)C(=O)NC1CCCC1` (stereo partly specified) : 0.21, i
Listed for `CCn1c(-c2ccc(C(C)(C)C)cc2)n[nH]c1=S` : 0.2, i
Listed for `Cc1cc(C)cc(NC(=O)Cn2ncn3c(cc4ccccc43)c2=O)c1` : -0.04, i

Random draw from the library, and some 1.9% of all compounds hit somewhere here.
